HepG2 tox: qHTS for Inhibitors of TGF-b: Cytotox Counterscreen; HepG2 CAGA-GFP viability, ATP luminescence, 18 h; Potency, µM (highest dose often 46.1 µM), inactives show top-dose activity change, negative = cytotoxicity, most hits filed as cytotoxic; 410,000 compounds, 0.76% hits; AID 588856, 2011; also: potency is read from the fitted curve at half-maximal effect; some results filed as inactive show a strong effect at the top dose
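CellTiter-Glo luminescence gave cytotoxicity after 18 hours at 37 degrees C. The cells were HepG2 CAGA-GFP in 1% FBS DMEM, stimulated with 500 pg/mL TGF-beta after compound addition. %Activity was normalised to no-cell wells (complete cell-killing) and DMSO (no toxicity), and curves were fitted and classified.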
Nrf2 inh: Nrf2 qHTS screen for inhibitors | Potency, µM (top dose mostly 46 µM), without a hit: at the top dose activity change, negative = inhibition, most hits filed as inhibitors | A549 ARE-Fluc reporter, luciferase luminescence, 18-24 h | 360,000 compounds, 2.1% hits; also: potency is read from the fitted curve at half-maximal effect; % is scaled to controls: 0 for no effect and ±100 for the full control effect; nearly all actives have a fitted effect of over 60% in size
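Concentration-response testing used A549 ARE_Fluc cells at 5000 cells/well. Following an 18-24 h compound incubation, viability was read by fluorescence (Ex 405/Em 525) and luciferase output by luminescence.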
MCF10A rereplic: A quantitative high throughput screen for small molecules that induce DNA re-replication in MCF 10a normal breast cells; Potency, µM (doses to about 46.1 µM), for the others: at the highest dose activity, positive = re-replication, usual class: activators; AID 624296, 2012; MCF 10A DNA re-replication, Hoechst nuclear intensity, 48 h; 350,000 compounds, 2.9% hits; also: potency is read from the fitted curve at half-maximal effect; % of control where 0% means no effect; nearly all actives have a fitted effect of over 50% in size
Nrf2 ARE act: qHTS of Nrf2 Activators; AREc32 ARE-luciferase reporter (MCF7-derived line), luminescence, 24 h; Potency, µM (series often up to 46.1 µM), for the others: at the top dose activation, most hits filed as activators; 410,000 compounds, 0.31% hits; AID 624171, 2012; also: potency is read from the fitted curve at half-maximal effect; % of control where 0% means no effect; nearly all actives have a fitted effect of over 65% in size
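Each well held 1000 AREc32 cells, which were incubated with compound for 24 hr at 37 deg C after overnight attachment, and ARE reporter activity was quantified by firefly luciferase luminescence.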
S2 tox: Viability Counterscreen for Primary qHTS for Inhibitors of ATXN expression; S2 cells (HEK-293 line with an ATXN2-luciferase reporter) viability, CellTiter-Fluor protease fluorescence, 24 h; Potency, µM (doses to about 56.7 µM), usual class: cytotoxic; 400,000 compounds, 0.49% hits; also: potency is read from the fitted curve at half-maximal effect; nearly all actives have a fitted effect of over 40% in size
IL-1B inflam inh: qHTS for Inhibitors of Inflammasome Signaling: IL-1-beta AlphaLISA Primary Screen; THP-1 LPS/ATP IL-1B secretion, AlphaLISA, 16 h; stronger effect = lower value; activity change, % at 57.5 µM; 360,000 compounds, 4.7% hits; AID 743279, 2014; in the data active = activity change below about -50%; inconclusive = mostly about -30% to -49%; also: % is scaled to controls: 0 for no effect and ±100 for the full control effect
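THP-1 cells pretreated 1 hr with compounds (up to 57.5 uM final), then stimulated with LPS (250 ng/mL final) plus ATP (1.25 mM final); secreted IL-1B measured by AlphaLISA after 16 hr, decreased signal indicating inhibition.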
ATXN2 expr inh: Primary qHTS for Inhibitors of ATXN expression. HEK-293 ATXN2-luciferase reporter, luminescence, 24 h. Potency, µM (titrated, usually from 57 µM), inactives show top-dose activity change, negative = inhibition, hits mostly inhibitors. 360,000 compounds, 0.72% hits; also: potency is read from the fitted curve at half-maximal effect; % is scaled to controls: 0 for no effect and ±100 for the full control effect; nearly all actives have a fitted effect of over 55% in size
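qHTS (up to 57 uM final) was run with 24 h compound exposure of reporter cells at 37 °C. Each well was multiplexed: SteadyGlo luminescence measured ATXN2-luciferase expression after a fluorogenic Gly-Phe-AFC viability readout (25 uM final).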
A549 viability: Nrf2 qHTS screen for inhibitors: counterscreen for cytotoxicity. 390,000 compounds, 0.16% hits. A549 ARE-Fluc cells, CellTiter-Fluor viability, 18-24 h. Potency, µM (series often up to 46 µM), without a hit: at the highest dose activity change, negative = cytotoxicity, usual class: inhibitors; also: potency is read from the fitted curve at half-maximal effect; % is scaled to controls: 0 for no effect and ±100 for the full control effect
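Cytotoxicity counterscreen: CellTiter-Fluor fluorescence was measured in A549 ARE_Fluc cells after 18-24 h of compound exposure in a concentration series. The subsequent BugLite luminescent read reports ARE-luciferase activity.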
TGFb inhibitor: qHTS for Inhibitors of TGF-b; HepG2 CAGA-GFP TGF-b/SMAD3 reporter, GFP fluorescence, 18 h; TGF-beta stimulated, 500 pg/mL final; Potency, µM (titrated, usually from 46.1 µM), without a hit: top-dose activity, negative = inhibition, most hits filed as inhibitors; 410,000 compounds, 1.2% hits; also: potency is read from the fitted curve at half-maximal effect; % is scaled to controls: 0 for no effect and ±100 for the full control effect; nearly all actives have a fitted effect of over 65% in size
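HEPG2 CAGA-GFP cells (1000/well, DMEM with 1% FBS) were pre-incubated 2 h at 37 degrees C, given compound by pin tool, then stimulated with TGF-beta at 500 pg/mL final for 18 h before per-cell GFP fluorescence imaging.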
* marks the source's active call; other numbers are inactive results; i = inactive; u = inconclusive; x = no result given; & = joins results of further samples; ! = not active in a repeat; [ ] = dose if it differs, or a comment. Unless noted, calls follow the shape of the dose curve; as a rule, active = well fitted curve in the direction sought with a large enough effect; inconclusive = small, poorly fitted or top-dose-only effect, or another doubt; inactive = no such curve, though single readings can be large; an effect the other way counts as inactive or inconclusive.

cpd	compound	HepG2 tox	Nrf2 inh	MCF10A rereplic	Nrf2 ARE act	S2 tox	IL-1B inflam inh	ATXN2 expr inh	A549 viability	TGFb inhibitor
1	COc1ccc(C(=O)Nc2ccnn2C2CCN(C(C)CSC)CC2)cc1 (stereo not given)	1%	2%	u	0.0%	u	-11	4%	-7%	20%
2	COc1ccc(-c2cc(C(=O)Nc3cccnc3Cl)no2)cc1OC	0%&-1%	12%&3%	7%	-0.5%&-1.1%	i	-2	-6%&4%	4%&-1%	-3%&-8%
3	CCOc1ccc(-c2cc3nc(C4CCN(C(=O)OC(C)(C)C)CC4)c(C(=O)Nc4ccc(C)cc4Cl)cn3n2)cc1	2%	1%	x	2.1%	u	x	13%	4%	12%
4	CCOc1ccc(C(=O)NCC(C)C)cc1	-19%	u	-11%	1.4%	i	-8	41%[activator]	-7%	-1%
5	Cc1cccc(N2CCN(C(=S)NCCc3ccccc3)CC2)c1C	17%	-3%	37%	-0.6%	i	11	1%	-4%	5%
6	CC(=O)c1cccc(NC(=O)C2CCN(S(=O)(=O)c3ccc(F)cc3)CC2)c1	0%	u	11%	-0.2%	i	-10	-7%	0%	u
7	Nc1nc(-c2ccc3c(c2)CCCC3)c(CC(=O)O)s1	2%	26%	1%	2.7%	i	8	12%	-3%	9%
8	C/C(N)=C(/C#N)C(=O)COC(=O)CCCNC(=O)c1ccc(Cl)cc1	7%	-12%	-16%	0.1%	i	26	-4%	-1%	15%
9	CCc1ccc(NC(=O)C(CC)Sc2nc3ccsc3c(=O)n2CCC(=O)O)cc1 (stereo not given)	31%	-4%	-1%	0.4%	i	0	-9%	0%	5%
10	S=c1[nH]nc(-c2ccco2)n1-c1ccc(Br)cc1	2%	0%	-2%	0.4%	x	24	-22%	-4%	7%
11	O=C(Nc1nc(-c2ccccn2)cs1)c1ccco1	-31%	-17%	u	u	i	74	u	-18%	-29%
12	COc1cc(C(=O)NC(=S)N(C)Cc2ccccc2)cc(OC)c1OC	-21%	-20%	1%	4.2%	i	11	-1%	0%	-9%
13	O=C(NCc1ccc2c(c1)OCO2)c1ccncc1	-15%	-13%	0%	-0.3%	i	33	-2%	-11%	15%
14	COc1ccccc1-c1nc(SCC(=O)c2ccccc2)n[nH]1	-8%	9%	x	8.9%	i	x	48%[activator]	-3%	-20%
15	CCC1(c2cccc(Cl)c2)NC(=O)N(Cc2cc(C(=O)OC)c(C)o2)C1=O (stereo not given)	-3%	-16%	0%	0.0%	i	2	-26%	1%	-14%
16	COc1cc2[nH]c3c(=O)n(CCN(C(C)C)C(C)C)cnc3c2cc1OC	-25%	10%	8%	-0.9%	i	-13	3%	-9%	-6%
17	CCC(Sc1nc(C)cc(=O)[nH]1)C(=O)Nc1nnc(C)s1 (stereo not given)	14%	1%	-1%	0.1%	i	8	3%	-1%	u
18	COc1ccc(C(=O)Nc2ccc(O)c3ccccc23)cc1	-26%	u	u	u	u	0	x	-2%	u
19	Cc1ccc(C)c(C(=O)OCC(=O)Nc2ccc(N3CCOCC3)cc2)c1	-7%	-2%	3%	-0.7%	i	-13	-18%	-1%	-1%
20	Oc1ccc(CNc2ccccc2F)c2cccnc12	-24%&-32%	u	u	-0.8%&0.0%	11µM*!	106	18µM*!	-20%	7.1µM*

Gathered by group: those above with a furan ring, fused or not (3)
cpd	compound	HepG2 tox	Nrf2 inh	MCF10A rereplic	Nrf2 ARE act	S2 tox	IL-1B inflam inh	ATXN2 expr inh	A549 viability	TGFb inhibitor
10	S=c1[nH]nc(-c2ccco2)n1-c1ccc(Br)cc1	2%	0%	-2%	0.4%	x	24	-22%	-4%	7%
11	O=C(Nc1nc(-c2ccccn2)cs1)c1ccco1	-31%	-17%	u	u	i	74	u	-18%	-29%
15	CCC1(c2cccc(Cl)c2)NC(=O)N(Cc2cc(C(=O)OC)c(C)o2)C1=O (stereo not given)	-3%	-16%	0%	0.0%	i	2	-26%	1%	-14%

Next section:
cpd	compound	HepG2 tox	Nrf2 inh	MCF10A rereplic	Nrf2 ARE act	S2 tox	IL-1B inflam inh	ATXN2 expr inh	A549 viability	TGFb inhibitor
21	O=C(c1ccco1)N1CCN(CCCCOc2ccc(F)cc2)CC1	20%	-5%	-2%	0.1%	i	28	-6%	-2%	-10%
22	COc1ccc(NC(=O)CN(C)C(=O)CSCc2c(C)noc2C)cc1	-1%	10%	0%	0.3%	i	5	11%	-2%	6%
23	CC(C)(C)OC(=O)N1CCC(CC2CC(c3ccncc3)=NO2)(C(=O)O)CC1 (stereo not given)	2%	6%	-4%	-1.4%	i	16	2%	-2%	2%
24	COc1ccc(C2=[N+]([O-])C(C)(C)N(O)C2(C)C)cc1	-12%	0%	7%	-1.2%	i	-3	-4%	-5%	-6%
25	Cc1nc(-c2ccc(C)c(S(=O)(=O)N3CCC(C(=O)Nc4ccc(Cl)cc4)CC3)c2)no1	-12%	x	x	5.0%	i	x	-1%	-11%	u
26	COCCCNS(=O)(=O)c1ccc(S(=O)(=O)N2CCCC2)cc1	-1%	-18%	-1%	-0.8%	i	0	-7%	-2%	-2%
27	CC(=O)NC1=C(N(C)C2CCS(=O)(=O)C2)C(=O)c2ccccc2C1=O (stereo not given)	-97%	0%	u	-1.5%	u	u	u	-5%	u
28	CC1(C)CC(=O)C=C(c2ccc(I)cc2)C1	-30%	u	17%	1.5%	i	-74*	5%	2%	-17%
29	CN(C=O)c1ccc(CSc2ccccc2)cc1	-5%	u	4%	4.7%	i	u	54%[activator]	1%	18%
30	O=C(NCCCCc1ccccc1)C1CC(c2ccc(C(F)(F)F)cc2)=NO1 (stereo not given)	-16%	-13%	23%	0.0%	i	10	-4%	7%	-23%
31	C/C(CC(=O)Nc1ccc(Cl)c(Cl)c1)=N\NC(=O)C(=O)N1CCCCC1	-24%	-15%	-2%	3.0%	i	0	-11%	-1%	u
32	COc1ccc2oc(=O)cc(-c3cc4ccccc4o3)c2c1	-2%	10%	u	-0.7%	i	-52*	-8%	1%	10%
33	Cc1ccc(C(=O)NCC(=O)N2CCCN(C)CC2)cc1C	-2%	7%	1%	-0.9%	i	-4	-13%	-5%	-8%
34	COc1ccc(N2CC(C(=O)N3CCN(C)CC3)CC2=O)cc1 (stereo not given)	19%	9%	-15%	-0.2%	i	-4	-1%	0%	0%
35	O=C(CO)N/N=C/c1cccc(Cl)c1Cl	-1%	-10%	-69%[inhibitor]	25%	i	-1	2%	-3%	9%
36	COc1ccc(CCn2c(C3CCCCC3)nc3c(c(=O)c4ccccc4n3C)c2=O)cc1OC	-2%	u	-3%	-0.5%	i	5	-18%	4%	-25%
37	Cc1cc(C)cc(N(CCC#N)C(=O)COC(=O)C2CCN(S(=O)(=O)c3ccc(C)c(C)c3)CC2)c1	-6%	5%	0%	0.0%	i	13	6%	4%	-11%
38	CC1(C(=O)Nc2ccc3c(c2)OCO3)CCN1C(=O)C1(c2ccc(Cl)cc2)CC1 (stereo not given)	-4%	x	x	0.9%	i	31	8%	x	u
39	CC(=O)NC12CC3CC(C1)CC(C(=O)N1CCN(S(=O)(=O)c4ccccc4[N+](=O)[O-])CC1)(C3)C2	0%	u	-5%	0.5%	i	-8	-2%	-9%	7%
40	Cc1ccc(Nc2nnc(SC(C)C(=O)NCC3CCCO3)s2)cc1C (stereo not given)	0%	13%	13%	2.5%	i	-6	3%	1%	-18%
41	COc1ccccc1OCC(O)Cn1nc(C)cc1C (stereo not given)	-1%	6%	0%	-0.5%	i	-18	13%	-2%	0%
42	O=C(CSc1ccsc1[N+](=O)[O-])N1CCN(c2ccc(Cl)cc2)CC1	-35%	-10%	-1%	-0.3%	i	19	3%	-5%	u
43	O=C(NNC(=O)C1CC1c1ccccc1)c1cccc([N+](=O)[O-])c1 (stereo not given)	4%	-3%	9%	4.8%	i	-7	3%	1%	33%[activator]
44	COC(=O)[C@H]1C[C@@]2(O)CN(S(=O)(=O)c3ccc(C)cc3)C[C@@]2(OC(=O)NC2CC2)C[C@H]1C(=O)OC	6%	x	x	0.4%	i	9	10%	x	-2%
45	COc1ccccc1CNC(=O)Nc1nc(C(N)Cc2ccc(Cl)cc2)cs1 (stereo not given)	-97%	x	x	-3.7%	32µM*	-13	u	x	u
46	CC(C)Oc1ccc(Cn2c(=O)sc3ccccc32)cc1	5%	x	10%	-0.5%	i	16	8%	-1%	6%
47	CCc1noc(C)c1C(=O)Nc1cccc(S(=O)(=O)N(C)c2ccccc2)c1	-10%	-18%	14%	0.0%	i	1	-11%	-8%	-2%
48	Cc1cccc(N2CCN(C(c3ccc(F)cc3)c3nnc(-c4ccccc4)o3)CC2)c1C (stereo not given)	-32%	-11%	x	3.9%	i	x	-11%	1%	-28%
49	CC(c1ccccc1)N1C(=O)c2cccnc2C1=O (stereo not given)	-3%	7%	u	0.6%	i	12	-8%	5%	2%
50	CCOC(=O)CN1CC23C=CC(O2)C(C(=O)NCc2ccc(F)cc2)C3C1=O (stereo not given)	3%	4%	10%	-0.7%	i	-4	-6%	-11%	1%
51	O=C(CSc1ccc(-c2ccccn2)nn1)c1ccc(F)cc1	-3%	-7%	-2%	0.5%	i	0	-5%	1%	-1%
52	CCOc1cc2[nH]c(=O)n(CCCCC(=O)N3CCCCCC3)c(=O)c2cc1OCC	-4%	-12%	4%	-0.6%	i	39	-5%	-2%	35%[activator]
53	CCCCC(=O)Nc1cc(N(C)C)nc2ccccc12	-20%	-6%	-4%	0.1%	i	1	-14%	-2%	u
54	COc1cc(/C=C(/C#N)C(=O)NCCc2c[nH]c3ccccc23)ccc1OCc1ccccc1F	-21%	4%	5.2µM*	0.1%	10µM*	10	7.1µM*	-22%	1%

High-throughput results from PubChem BioAssay.

Rows are unselected; about 8.8% have a hit in one of these screens.
